VHR inh abs: blocks human VHR1 dual specificity phosphatase | P51452 | recombinant VHR phosphatase, pNPP absorbance | inhibition, % at 13.3 µM | 290,000 tested, 0.52% active; in the data active = inhibition above about 50%; also: some compounds called inactive have numbers as strong as hits
Rv3671c inh: inhibitors of M. tuberculosis serine protease Rv3671c. P9WHR9. inhibition, % at 5.96 µM. 320,000 tested, 0.048% active; in the data active = inhibition above about 38%;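 also: extracellular domain of Rv3671c used as enzyme; 0% = enzyme with DMSO and 100% = no enzyme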
TcdB GH inh: TcdB glycohydrolase inhibition; P18177; TcdB glycohydrolase enzymatic assay, plate reader; inhibition, % at 9.99 µM; 350,000 tested, 0.24% active; in the data active = inhibition above about 10%
Target sequence (P18177 whole entry, looked up): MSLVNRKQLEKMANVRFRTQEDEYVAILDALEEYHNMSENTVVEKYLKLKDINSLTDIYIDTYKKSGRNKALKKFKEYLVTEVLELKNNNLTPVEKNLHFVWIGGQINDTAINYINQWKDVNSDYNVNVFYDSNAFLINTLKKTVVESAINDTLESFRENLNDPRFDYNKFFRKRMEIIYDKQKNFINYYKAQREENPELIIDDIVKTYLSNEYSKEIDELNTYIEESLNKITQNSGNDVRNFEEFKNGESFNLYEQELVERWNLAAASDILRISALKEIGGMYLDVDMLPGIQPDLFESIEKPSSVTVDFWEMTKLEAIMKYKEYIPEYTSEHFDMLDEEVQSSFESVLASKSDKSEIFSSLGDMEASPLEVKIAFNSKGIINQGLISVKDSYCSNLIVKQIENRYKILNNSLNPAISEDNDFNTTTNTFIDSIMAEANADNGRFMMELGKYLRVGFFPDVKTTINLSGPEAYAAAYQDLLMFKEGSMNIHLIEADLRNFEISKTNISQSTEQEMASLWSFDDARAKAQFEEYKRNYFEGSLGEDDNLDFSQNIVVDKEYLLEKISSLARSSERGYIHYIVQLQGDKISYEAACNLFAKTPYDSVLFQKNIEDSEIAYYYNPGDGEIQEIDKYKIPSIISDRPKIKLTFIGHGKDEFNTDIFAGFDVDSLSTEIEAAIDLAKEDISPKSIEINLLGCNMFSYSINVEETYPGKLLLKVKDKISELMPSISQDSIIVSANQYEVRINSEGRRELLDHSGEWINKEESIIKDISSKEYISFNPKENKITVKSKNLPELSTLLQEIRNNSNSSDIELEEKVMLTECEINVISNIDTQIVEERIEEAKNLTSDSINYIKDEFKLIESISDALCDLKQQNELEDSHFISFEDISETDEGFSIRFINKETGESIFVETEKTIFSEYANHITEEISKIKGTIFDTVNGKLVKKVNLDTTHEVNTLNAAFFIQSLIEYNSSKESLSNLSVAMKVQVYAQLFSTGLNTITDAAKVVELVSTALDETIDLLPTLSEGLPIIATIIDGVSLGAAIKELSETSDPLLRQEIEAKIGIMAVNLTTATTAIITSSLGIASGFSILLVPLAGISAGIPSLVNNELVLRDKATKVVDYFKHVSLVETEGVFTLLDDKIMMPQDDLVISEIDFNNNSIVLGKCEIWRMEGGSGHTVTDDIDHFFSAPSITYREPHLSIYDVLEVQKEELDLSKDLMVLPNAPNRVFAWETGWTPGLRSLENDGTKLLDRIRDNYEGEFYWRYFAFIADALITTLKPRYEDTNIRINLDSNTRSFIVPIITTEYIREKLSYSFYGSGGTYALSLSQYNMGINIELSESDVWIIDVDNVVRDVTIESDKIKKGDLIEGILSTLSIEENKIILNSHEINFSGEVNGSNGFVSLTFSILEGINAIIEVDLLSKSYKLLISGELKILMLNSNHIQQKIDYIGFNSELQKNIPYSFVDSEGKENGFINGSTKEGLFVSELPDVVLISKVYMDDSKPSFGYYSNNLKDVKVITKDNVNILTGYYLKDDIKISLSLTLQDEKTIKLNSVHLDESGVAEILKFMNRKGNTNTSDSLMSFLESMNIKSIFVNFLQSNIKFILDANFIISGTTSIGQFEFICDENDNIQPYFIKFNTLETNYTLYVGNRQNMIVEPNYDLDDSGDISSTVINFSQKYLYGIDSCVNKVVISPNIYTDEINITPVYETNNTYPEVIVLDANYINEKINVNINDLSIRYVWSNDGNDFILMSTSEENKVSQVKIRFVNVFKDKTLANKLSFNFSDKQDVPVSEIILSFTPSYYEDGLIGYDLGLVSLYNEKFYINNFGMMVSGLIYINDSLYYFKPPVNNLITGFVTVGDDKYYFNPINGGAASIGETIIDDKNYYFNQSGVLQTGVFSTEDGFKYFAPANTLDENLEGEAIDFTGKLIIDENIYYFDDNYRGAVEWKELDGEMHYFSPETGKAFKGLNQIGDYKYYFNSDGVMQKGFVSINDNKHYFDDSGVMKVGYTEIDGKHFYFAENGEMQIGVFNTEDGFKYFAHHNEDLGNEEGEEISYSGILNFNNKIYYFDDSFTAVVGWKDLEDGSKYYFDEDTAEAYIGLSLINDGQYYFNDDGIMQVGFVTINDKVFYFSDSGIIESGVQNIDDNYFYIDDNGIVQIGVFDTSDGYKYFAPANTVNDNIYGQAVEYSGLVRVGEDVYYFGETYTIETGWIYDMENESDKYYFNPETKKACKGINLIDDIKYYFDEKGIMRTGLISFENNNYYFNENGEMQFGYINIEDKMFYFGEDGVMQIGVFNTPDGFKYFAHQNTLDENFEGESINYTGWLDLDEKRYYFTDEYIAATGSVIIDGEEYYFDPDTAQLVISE
PriA SSB inh: inhibitors of Klebsiella pneumoniae PriA binding to SSB C-terminal tail. AlphaScreen SSBct-PriA binding, biotinylated peptide. inhibition, % at 33 µM. 430,000 tested, 0.6% active. AID 1272365; in the data active = inhibition mostly above about 37%, no sharp cut-off; inactive = mostly below about 20%;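 also: plate controls were negative control peptide for no effect and reference peptide for full effect; strong numbers were not always called active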
Y pestis TopoI: blocks Yersinia pestis topoisomerase I activity. Y. pestis Topo-I cleavage product accumulation, plate reader. activity, % at 10 µM. 360,000 tested, 0.064% active. AID 504884; in the data active = activity above about 50%, passing the limit was not always enough; also: inactives centre near 2
Vc quorum ag: inducers of Vibrio cholerae quorum light production without autoinducers | activation, % at 18.7 µM | V. cholerae BH1578 lux reporter, luminescence, 6 h | AID 588436 | 350,000 tested, 0.16% active; in the data active = activation mostly above about 9.7%, no sharp cut-off; also: not every result past the cut was called active; inactives centre near 0; reference of the scale not given here
SARS 3CLpro inh: SARS-CoV 3CLpro protease inhibition; recombinant SARS-CoV 3CLpro, quenched FRET peptide cleavage; inhibition, % at 6 µM; 290,000 tested, 0.14% active; AID 1706; in the data active = inhibition above about 12%
MazF activator: MazEF (E. coli) toxin RNase activation | P0AE70 | FAM/BHQ RNA-DNA oligo cleavage fluorescence, 5 h | activation, % at 20 µM | 350,000 tested, 0.32% active | AID 504720; in the data active = activation above about 50%
CCHFV vOTU inh: blocks the CCHF virus ovarian tumor domain protease. CCHFV vOTU protease, Pep-AMC fluorescence. inhibition, % at 11.5 µM. 370,000 tested, 0.55% active; in the data active = inhibition above about 30%; also: 0% = vehicle wells with enzyme and 100% = no enzyme wells
PrPC surface inh: inhibitors of human cell surface prion protein PrPC; P04156; TR-FRET read-out; inhibition, % at 13.8 µM; 370,000 tested, 0.43% active; AID 720596; in the data active = inhibition above about 24%; also: 0% = median of the test wells and 100% = reference compound wells
Active calls of the source: *; i = inactive; x = no result given; & = joins results of further samples; ! = not confirmed by another sample. A portion of the library (hit frequency here may not be typical).

The opening four records as a preview:
Value order: VHR inh abs	Rv3671c inh	TcdB GH inh	PriA SSB inh	Y pestis TopoI	Vc quorum ag	SARS 3CLpro inh	MazF activator	CCHFV vOTU inh	PrPC surface inh
COc1cc2nc(C(C)(C)C)oc(=O)c2cc1OC
→ 19.4	0.6	7.6	-13.9	-4.6	i	0.3	-4.2	-7.2	6.8
O=c1c2ccccc2n(Cc2ccccc2F)c(=O)n1Cc1ccccc1F
→ -8.0	2.9	x	-5.0	30.3	-0.7	5.0	8.5	2.7	-1.7
Cc1cc(=O)c2cc(NC(=O)c3ccccc3Cl)ccc2[nH]1
→ -2.9	-5.5	-0.9	-3.2	-6.2	i	-4.1	4.5	14.1	0.6
Cc1ccc(-c2cc3c(N=O)c4ccccc4c-3n[nH]2)cc1
→ 36.4	-13.2	0.4	0.6	-3.9	i	-5.8	15.2	10.7	-7.2

Results (from the top)
Value order: VHR inh abs	Rv3671c inh	TcdB GH inh	PriA SSB inh	Y pestis TopoI	Vc quorum ag	SARS 3CLpro inh	MazF activator	CCHFV vOTU inh	PrPC surface inh
COc1cc2nc(C(C)(C)C)oc(=O)c2cc1OC
→ 19.4	0.6	7.6	-13.9	-4.6	i	0.3	-4.2	-7.2	6.8
O=c1c2ccccc2n(Cc2ccccc2F)c(=O)n1Cc1ccccc1F
→ -8.0	2.9	x	-5.0	30.3	-0.7	5.0	8.5	2.7	-1.7
Cc1cc(=O)c2cc(NC(=O)c3ccccc3Cl)ccc2[nH]1
→ -2.9	-5.5	-0.9	-3.2	-6.2	i	-4.1	4.5	14.1	0.6
Cc1ccc(-c2cc3c(N=O)c4ccccc4c-3n[nH]2)cc1
→ 36.4	-13.2	0.4	0.6	-3.9	i	-5.8	15.2	10.7	-7.2
Cc1ccc(OCC(=O)Nc2ccc(-c3nc4ncccc4o3)cc2)c(C)c1
→ -8.7	0.2	x	-1.2	24.1	-1.3	3.0	6.8	7.3	-2.1
CCCc1cc(=O)[nH]c(SCC(=O)NC(=O)NC2CCCC2)n1
→ x	10.2	0.5	5.1	-0.1	-0.3	x	-1.9	10.6	0.3
CC1(NC(=S)NCCCCCCNC(=S)NC2(C)CCS(=O)(=O)C2)CCS(=O)(=O)C1 (stereo unspecified)
→ 17.6	2.4	-0.1	-13.6	-4.2	-0.2	0.0	7.6	-6.2	0.7
O=C(CSc1nncn1-c1ccccn1)Nc1ccccc1Cl
→ 35.0	2.6	0.8	3.5	-1.1	1.0	-1.8	7.4	2.9	-10.0
CC(=O)Nc1ccc(NC(=O)CC2CCCC2)cc1
→ 40.9	-3.8	0.4	-3.0	-0.2	0.6	-1.1	1.7	-16.7	4.6
CCOCC(=O)N1CCCC(C(=O)OCC)C1 (stereo unspecified)
→ 16.9	4.5	x	-5.1	-5.2	i	-1.8	-2.8	-0.6	1.5
CCOC(=O)c1c(C)c(C(=O)NCCOC)c(C)n1CC
→ -1.4	4.6	-0.1	-12.8	-5.7	-0.4	-0.6	-4.7	5.4	-3.8
CCOc1ccc(CCNC(=O)c2ccc(C)c(S(=O)(=O)N3CCOCC3)c2)cc1OCC
→ x	x	0.2	1.9	17.1	i	x	-12.9	1.5	5.4
CS(=O)(=O)N1CCN(c2ccc(C(=O)NC34CC5CC(CC(C5)C3)C4)cc2[N+](=O)[O-])CC1
→ 5.7	-8.0	x	0.3	12.7	-1.2	0.5	-4.0	-0.5	-6.5
CNc1cc(Cl)nc(SC)n1
→ 27.6	2.9	1.2	-5.6	6.8	i	-3.6	-2.7	3.9	1.5
CSc1cccc(NC(=S)N2CCCN(Cc3ccccc3F)C2)c1
→ 22.5	-33.3	-0.2	11.4	-1.5	-0.5	5.8	1.6	16.4	-7.4
CCCCCC(=O)N/N=C/c1ccccc1[N+](=O)[O-]
→ 26.2	3.7	-0.3	x	4.4	-0.5	-2.8	4.9	-2.1	-13.1
CN(C)CCN(C(=O)c1ccc(C(=O)c2ccccc2)cc1)c1nc2cc3c(cc2s1)OCO3
→ 2.3	-4.6	0.2	43.0*!	32.3	-0.2	-2.1	-15.0	-1.7	-0.8
Cc1ccccc1Nc1nc(N)nc(CN(C)c2ccccc2)n1
→ 18.8	8.0	x	-4.5	1.3	4.8	3.2	2.8	-2.4	-0.4
O=C1Nc2ccccc2C(=O)N2[C@H](c3ccccc3)[C@@H]3C(=O)N(Cc4ccccc4)C(=O)[C@@H]3[C@H]12
→ 24.4	-1.6	2.3	-9.0	6.1	-0.4	5.1	4.9	6.3	1.6
COC(=O)c1c(C)oc(C)c1S(=O)(=O)NC(c1ccccc1)c1ccccc1
→ 16.5	3.4	0.9	-4.4	24.3	0.8	-0.5	8.0	-6.3	2.0
COc1ccc(N2CCN(C(=O)Cc3ccc(Br)cc3)CC2)cc1
→ 3.7	9.7	2.8	13.5	18.8	-0.2	-1.0	4.2	-4.8	2.6
COc1ccccc1-c1nnc2sc(-c3cc4ccccc4o3)nn12
→ 23.7	3.6	x	-12.1	21.9	-0.6	-4.6	3.5	-7.9	-0.6
CCOC(=O)c1ccc(OCc2c(C)noc2C)cc1
→ 11.6	11.6	x	-11.2	10.9	i	2.5	0.2	5.5	0.1
O=C(CSc1nc(-c2ccccc2)cc(C(F)(F)F)n1)NCCN1CCOCC1
→ -15.6	8.5	x	-9.5	-3.6	-6.2	-7.0	-12.7	18.3	-4.0
O=C(NCc1ccc(F)cc1)C1CCN(S(=O)(=O)N2CCOCC2)CC1
→ 7.2	4.1	1.2	-16.9	4.9	-0.1	-1.8	3.9	6.0	3.6
CCOC(=O)CNc1ncc([N+](=O)[O-])cc1C#N
→ 4.0	-3.4	x	-2.0	2.2	0.3	2.8	0.9	-2.0	-9.1
O=C(O)CCSCCC(=O)O
→ -0.2	-11.2	x	-6.7	0.4	i	-2.9	-5.3	4.2	5.8
COc1ccc(S(=O)(=O)N2CCOCC2)cc1NC(=O)CCNC(=O)c1ccc(Cl)cc1
→ x	x	1.4	-9.8	-3.0	1.2	x	0.8	16.2	3.2
O=C(NCCc1cccc(Cl)c1)c1ccc(Cl)c([N+](=O)[O-])c1
→ 27.0	-3.0	10.6*	3.3	-1.1	-0.2	2.7	1.1	14.7	-31.0
Cc1ccc(NC(=O)[C@H](C)NC(=O)C2CCN(C(=O)[C@@H](N)CC(C)C)CC2)cc1
→ 2.4	1.4	-3.7	-13.0	-8.6	i	-1.4	9.3	9.1	6.7

Other structures follow.
Value order: VHR inh abs	Rv3671c inh	TcdB GH inh	PriA SSB inh	Y pestis TopoI	Vc quorum ag	SARS 3CLpro inh	MazF activator	CCHFV vOTU inh	PrPC surface inh
CCOCCn1c(SCc2ccc(F)cc2)nc2c1c(=O)[nH]c(=O)n2C
→ 6.5	-0.2	3.6	-22.6	-3.5	i	1.7	11.1	0.8	-3.0
COc1ccccc1NC(=O)CSc1nnc(-c2ccoc2C)n1CCc1ccccc1
→ 1.5	2.5	x	-3.1	26.6	i	3.8	-5.1	11.0	13.9
CCOc1cc(NC(=S)NCCCN2CCOCC2)c(OCC)cc1NC(=O)c1cccc(C)c1
→ 12.9	-0.6	1.3	-0.3	-3.7	i	0.7	8.9	-0.7	-4.0
Cc1cccc(CN2CCCC(C(=O)Nc3ccc(-c4cscn4)cc3)C2)c1 (stereo unspecified)
→ 3.6	x	-0.6	7.7	12.8	i	-0.9	-1.7	8.9	-1.6
COc1ccc(-c2ccc(C(=S)N3CCN(C(C)=O)CC3)o2)cc1
→ 28.5	-11.9	x	-1.2	5.5	-2.2	3.1	-3.1	-8.5	4.9
NC(c1csc(Nc2nccc(C(F)(F)F)n2)n1)C1CCCCC1 (stereo unspecified)
→ x	x	0.9	x	-6.3	-0.4	x	x	-1.3	-2.6
CCCN(CCC)S(=O)(=O)c1ccc(C(=O)Nc2ccc(OCC(=O)N3CCOCC3)cc2)cc1
→ -18.0	-3.7	x	-14.0	7.8	-0.4	-2.2	-0.1	2.2	5.0
CC(=O)c1sc(Nc2ccc(C)cc2)nc1C
→ -6.4	4.0	1.0	-15.8	7.9	i	1.1	3.5	-9.4	-5.0
O=C(CN1CCNCC1)Nc1ccccc1Cl
→ -5.0	3.9	x	-16.7	15.2	i	-4.5	1.6	-11.8	-0.4
Oc1nc(Nc2ccc(Cl)cc2Cl)sc1/C=C1\C=Nc2ccccc21
→ 2.9	1.4	-0.2	6.7	-6.7	-0.2	-0.5	12.4	-13.0	-9.3
Cc1csc(SCc2nnc(-c3ccccc3Br)o2)n1
→ 25.6	-2.7	x	-11.4	-3.4	-0.4	-1.3	0.8	-15.3	-4.7
CC(=O)C1=C(O)C(=O)N(c2ccc(Br)cc2)C1c1ccc(Cl)cc1 (stereo unspecified)
→ 4.1	11.8	1.2	-1.1	-2.3	-2.0	0.3	3.5	8.1	22.5
CC(C)(C)NC(=O)NC(=O)CSc1cccc(C(F)(F)F)c1
→ 9.0	-6.8	2.1	-2.3	5.3	i	4.8	-6.4	8.9	-3.6
O=C(CCC(=O)N1CCOc2ccc(Cl)cc21)NCCCN1CCOCC1
→ 5.5	-2.7	1.3	8.3	0.1	i	0.0	1.1	8.8	-10.5
C[C@H](CO)N1C[C@H](C)[C@@H](CN(C)S(=O)(=O)c2ccccc2C#N)OCc2cnnn2CCCC1=O
→ x	x	1.0	x	2.4	-0.6	x	-1.4	-6.1	3.6
Cc1ccc(-c2nc(CSCC(=O)NC3CCN(Cc4ccccc4)CC3)c(C)o2)cc1
→ 7.3	-7.7	0.1	13.2	11.2	i	0.6	1.0	1.7	-1.6
COc1cc(/C=C2/SC(=S)N(C)C2=O)ccc1OC(=O)c1ccco1
→ -6.7	-12.1	2.3	2.1	11.7	-0.5	2.2	-48.2	-2.0	-11.8
CSCCCN1CCCC(CO)(Cc2ccc(F)cc2)C1 (stereo unspecified)
→ 19.2	-2.1	0.3	-8.1	-4.8	-0.6	-3.9	-24.6	-1.4	1.3
CC1CCCCC1NC(=O)C1CC(=O)N(Cc2ccccc2)C1 (stereo unspecified)
→ 23.6	-3.8	1.0	2.0	-10.0	-0.2	-0.5	5.9	3.1	-1.0
NC(=O)COc1cc2oc(=O)c3c(c2cc1Cl)CCCC3
→ 9.4	1.2	0.4	-13.7	-17.9	-0.3	3.6	10.8	-4.4	-2.6
CCOC(=O)N1CCN(C(=O)CSc2nnc(-c3cccc(OC)c3)o2)CC1
→ 7.0	-8.9	x	-0.3	2.2	0.9	3.5	5.0	7.9	-4.2
CCOc1cc(C#N)c(NC(=O)Cn2nnc3ccccc32)cc1OCC
→ 11.6	0.1	x	-9.8	2.3	6.0	3.9	3.7	-1.4	3.4
CCO[C@H]1OC(C(=O)N2CCN(Cc3ccc4c(c3)OCO4)CC2)=C[C@@H](c2cn(C(C)=O)c3ccccc23)[C@@H]1CCCO
→ 25.6	-0.1	0.6&-0.7	-0.8	11.6	i	0.1	3.8	0.3	3.8
O=C(O)C1C2CCC(O2)C1C(=O)Nc1ccccc1Br (stereo unspecified)
→ 0.7	-3.3	1.3	-13.9	3.3	-0.3	-3.8	3.9	-3.1	-7.2
CNC(=S)Nc1ccc(Br)cc1
→ -7.9	6.6	x	-3.2	-4.7	-0.2	-0.5	-2.1	-3.0	6.3
Cc1occc1C(=O)NNC(=O)COc1ccc(Br)cc1Br
→ -8.0	-2.1	-2.4	-3.8	-4.7	-0.3	-0.3	-11.7	-1.8	3.5

Just Rv3671c inh and CCHFV vOTU inh (four entries from above):
molecule,Rv3671c inh,CCHFV vOTU inh
CCOC(=O)N1CCN(C(=O)CSc2nnc(-c3cccc(OC)c3)o2)CC1,-8.9,7.9
CCOc1cc(C#N)c(NC(=O)Cn2nnc3ccccc32)cc1OCC,0.1,-1.4
CCO[C@H]1OC(C(=O)N2CCN(Cc3ccc4c(c3)OCO4)CC2)=C[C@@H](c2cn(C(C)=O)c3ccccc23)[C@@H]1CCCO,-0.1,0.3
O=C(O)C1C2CCC(O2)C1C(=O)Nc1ccccc1Br (stereo unspecified),-3.3,-3.1
